TRHR ag: activates the human TRH receptor. P34981. TRHR cells, calcium flux fluo-8, FDSS agonist mode. activation, % at 2 µM. hit rate 0.18% among 360,000. AID 493084; in the data active = activation above about 30%; also: 0% is about no effect
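In this calcium-flux screen, cells bearing human TRHR are dye-loaded with fluo-8, baselined for 10 cycles, then exposed to library compounds; positive kinetic calcium responses during the agonist phase mark hits, with TRH as control.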
D2 antagonist: antagonists of human D2 dopamine receptor | inhibition, % at 10 µM | HEK293 TREx D2 cells, calcium flux, dopamine EC80 | AID 485344 | P14416 | hit rate 2% among 340,000; in the data active = inhibition above about 30%; also: 0% is about no effect
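Calcium mobilization kinetics were recorded at 1 s intervals in tetracycline-induced HEK293 T-REx D2 cells, first for 180 s after compound addition and then 180 s after EC80 dopamine.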
TRHR PAM: TRH receptor (human) allosteric enhancement; P34981; TRHR cells, fluo-8 calcium fluorescence, EC20 TRH enhancement; enhancement, % at 2 µM; hit rate 0.66% among 360,000; AID 493056; in the data active = enhancement above about 30%; also: 0% is about no effect
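Enhancer read-out: after compound pinning and an initial kinetic agonist-mode read, an EC20 of TRH (10 nM final) was injected and fluo-8 calcium signal (Ex 480/Em 530) followed at 1 s/cycle for 100 cycles in TRHR-expressing cells.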
USP1 inh: inhibitors of human USP1/UAF1 deubiquitinase; O94782; recombinant USP1/UAF1, Ub-Rhodamine cleavage fluorescence; Potency, µM (top dose mostly 57.1 µM), inactives show at the highest dose activity change, negative = inhibition, most hits filed as inhibitors; hit rate 0.23% among 390,000; AID 743255; also: potency is read from the fitted curve at half-maximal effect; % is scaled to controls: 0 for no effect and ±100 for the full control effect; nearly all actives have a fitted effect of over 60% in size; inactives centre near -12
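USP1/UAF1 complex at 1 nM was preincubated with compound for 15 min at room temperature, then Ub-Rho substrate (150nM final) was added. Fluorescence (480/540 nm) was read kinetically, 6 reads every 60 seconds.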
TrxR1 substrate: is turned over as a substrate by rat TrxR1; hit rate 0.01% among 390,000; Potency, µM (doses to about 114 µM), without a hit: at the highest dose activity change, negative = substrate turnover; AID 588456; purified TrxR1 substrate turnover, NADPH consumption readout; also: potency is read from the fitted curve at half-maximal effect; % is scaled to controls: 0 for no effect and ±100 for the full control effect; nearly all actives have a fitted effect of over 50% in size
Target sequence (O89049 whole entry, looked up): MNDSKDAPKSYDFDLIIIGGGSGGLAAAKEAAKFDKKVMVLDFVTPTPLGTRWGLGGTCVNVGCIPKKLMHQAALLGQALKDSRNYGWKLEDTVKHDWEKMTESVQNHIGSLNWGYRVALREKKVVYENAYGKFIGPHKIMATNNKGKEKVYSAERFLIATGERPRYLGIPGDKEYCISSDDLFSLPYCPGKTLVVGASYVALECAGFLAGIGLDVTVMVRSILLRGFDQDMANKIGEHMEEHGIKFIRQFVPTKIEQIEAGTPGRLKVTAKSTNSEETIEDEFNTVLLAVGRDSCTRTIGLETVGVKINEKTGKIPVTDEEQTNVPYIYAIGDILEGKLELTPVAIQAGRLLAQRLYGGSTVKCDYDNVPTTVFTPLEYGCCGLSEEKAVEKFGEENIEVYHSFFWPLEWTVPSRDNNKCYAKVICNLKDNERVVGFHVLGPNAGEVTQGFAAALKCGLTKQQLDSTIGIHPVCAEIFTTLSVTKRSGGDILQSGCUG
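Rat TrxR1, dispensed at 90 nM, was prereduced with 400 uM NADPH (final) for 5 min at ~22 deg C, then incubated with compound 15 min before 400 uM selenite. A first-read NADPH fluorescence drop versus no-compound background flagged substrates.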
D2 ag: agonists of human D2 dopamine receptor | activation, % at 2 µM | hit rate 0.53% among 340,000 | HEK293 T-REx D2 cells, calcium flux agonist mode | P14416;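 active = activation over 3 SD above normal in the single-dose calcium agonist read, cut at about 30% in these data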; also: 0% is about no effect
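In this primary screen, compounds producing a positive calcium signal within 180 s of addition to tetracycline-induced, force-coupled HEK293 Trex D2 cells are flagged; cells are dye-loaded with a no-wash calcium kit beforehand.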
TrxR1 inh: blocks rat thioredoxin reductase 1 | O89049 | recombinant rTrxR1, NADPH fluorescence consumption, selenite substrate | Potency, µM (titrated, usually from 114 µM), without a hit: at the highest dose activity change, negative = inhibition, most hits filed as inhibitors | hit rate 1% among 390,000 | AID 588453; also: potency is read from the fitted curve at half-maximal effect; % is scaled to controls: 0 for no effect and ±100 for the full control effect; nearly all actives have a fitted effect of over 65% in size
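Rat TrxR1 (90 nM in the dispensed reagent) was pre-reduced with 400 uM NADPH for 5 min at room temperature, then incubated with compound for 15 min. After 400 uM selenite was added, NADPH fluorescence (Ex 340/Em 450 nm) was followed for 8 min.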
PI4K2A inh: inhibitors of human PI4K2A; Q9BTU6; purified PI4K2A, ADP-Glo luminescence, 1 h; stronger effect = lower value; activity change, negative = inhibition, % at 76.9 µM; hit rate 0.13% among 420,000; AID 1346378; in the data active = activity change below about -50%; inconclusive = mostly about -30% to -49%;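 also: -100% = wells without enzyme as full effect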
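ADP-Glo luminescence measured ADP generated by PI4K2A enzyme (4 ug/mL before mixing) with 1.2 mM PI substrate (pre-mix) and 300 microM ATP (pre-mix). Tris pH7.5 buffer with MgCl2, Triton X-100; 1 h reaction at ambient temperature.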
mIDH1 inhibitor: inhibitors of human mutant IDH1 R132H. O75874. Potency, µM (highest dose often 76.6 µM), inactives show top-dose activity change, negative = inhibition, hits mostly inhibitors. hit rate 0.093% among 390,000. IDH1-R132H enzyme, NADPH consumption, diaphorase/resazurin fluorescence; also: potency is read from the fitted curve at half-maximal effect; % is scaled to controls: 0 for no effect and ±100 for the full control effect; nearly all actives have a fitted effect of over 65% in size
Target sequence (O75874 whole entry R132H, stated change not applied): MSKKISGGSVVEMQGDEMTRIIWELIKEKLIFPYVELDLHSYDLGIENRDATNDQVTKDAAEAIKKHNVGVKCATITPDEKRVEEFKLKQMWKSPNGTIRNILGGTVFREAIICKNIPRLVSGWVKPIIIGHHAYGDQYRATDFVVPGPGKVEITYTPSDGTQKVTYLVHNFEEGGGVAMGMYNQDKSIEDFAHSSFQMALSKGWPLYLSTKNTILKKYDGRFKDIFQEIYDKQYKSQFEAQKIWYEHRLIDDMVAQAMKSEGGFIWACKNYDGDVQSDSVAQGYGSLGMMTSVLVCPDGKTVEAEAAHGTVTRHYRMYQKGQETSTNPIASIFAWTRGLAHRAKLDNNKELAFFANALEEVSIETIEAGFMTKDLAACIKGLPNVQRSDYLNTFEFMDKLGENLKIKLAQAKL
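IDH1-R132H (0.5 ug/mL dispensed) in pH 7.5 Tris buffer was preincubated 30 min with compound, then given a substrate mix of 0.016 mM NADPH and 2 mM alpha-KG for 80 min at room temperature; remaining NADPH was read by diaphorase/resazurin fluorescence.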
* marks the source's active call; other numbers are inactive results; ? = inconclusive; nt = not tested or not shown; [ ] = dose if it differs, or a comment. Unless noted, calls follow the shape of the dose curve; as a rule, active = well fitted inhibition curve with a large enough effect; inconclusive = small, poorly fitted or top-dose-only effect; inactive = no such curve, though single readings can be large or run the other way.

Fields – TRHR ag | D2 antagonist | TRHR PAM | USP1 inh | TrxR1 substrate | D2 ag | TrxR1 inh | PI4K2A inh | mIDH1 inhibitor
> CCOc1ccc(CCNC(=O)COc2cccc(-n3cnnn3)c2)cc1OCC
    -0.3 | nt | 2.1 | -21.7% | -2.5%[57.1 µM] | nt | 7.4%[57.1 µM] | 0.5 | -6.2%
> O=S(=O)(Nc1ccc2c(c1)OCO2)c1ccc(F)c(F)c1
    -0.8 | -23.1 | 1.4 | -15.6% | 1.4% | -0.5 | 33.2% | 1.1 | -2.1%
> O=C(Cn1nnc2ccccc21)c1cccc([N+](=O)[O-])c1
    -0.7 | -0.4 | -3.2 | -2.6% | -6.4% | -0.1 | -12.6% | 5.3 | 2.5%
> O=C(COc1ccccc1)NC1CCCc2ccccc21 (stereo unspecified)
    -0.2 | -5.6 | -8.9 | -18.2% | 11.3%[57.1 µM] | 0.7 | -0.6%[57.1 µM] | 5.3 | 4.2%
> O=C(CNC(=S)NC(=O)c1ccccc1)c1ccccc1
    0.5 | 0.7 | -2.4 | -5.8% | 3.9% | -0.6 | 15.9% | 4.0 | -4.2%
> CC(NCc1cc(Br)ccc1OCC(=O)NCc1ccccc1)c1ccccc1 (stereo unspecified)
    0.2 | -13.0 | 2.2 | -12.5% | -0.9% | -1.0 | 24.6% | -2.8 | 3.2%
> Cc1cc(NC(=O)C(C)SCC(=O)Nc2ccccc2OC(F)F)no1 (stereo unspecified)
    -0.3 | 7.4 | 2.1 | -4.0% | -3.5% | 0.4 | -2.0% | 2.4 | 10.3%
> NCCCC[C@@H]1NC(=O)c2cc([N+](=O)[O-])cc(F)c2NCCCC[C@@H](C(N)=O)NC(=O)[C@H](CCC(N)=O)NC1=O
    0.5 | 14.6 | 0.5 | 14.6% | 9.6%[57.1 µM] | 0.4 | 21.0%[57.1 µM] | -0.4 | -4.0%
> CCCCOc1ccc(C(=O)N/C(=C/C=C/c2ccccc2)C(=O)NC)cc1
    4.0 | -0.8 | -0.8 | -5.1% | -17.8% | -0.5 | -11.1% | 5.0 | 0.2%
> C/C=C(\C)C(=O)NCCN1C2=NC[C@H](C)N2C[C@@H]1Cc1ccc(OC)cc1
    -0.3 | 7.7 | -8.0 | -19.0% | 3.3% | -0.1 | 12.1% | 4.6 | 12.5%
> Cc1cc2c(ncn2C)c(NS(=O)(=O)c2ccc(Cl)cc2)c1C
    0.0 | -9.9 | -3.2 | -17.5% | 3.5% | -0.1 | 27.8% | 4.9 | 17.6%
> Cc1ccc(S(=O)(=O)N2CCN(C(=O)COC(=O)c3ccccc3Cl)CC2)c(C)c1
    -0.7 | -1.3 | 0.5 | -18.9% | 0.6% | 0.9 | 19.5% | 7.5 | 0.0%
> Cc1ccc(NC(=O)Cc2nnc(SCC(=O)c3ccc(Br)cc3)n2C)cc1Cl
    -0.4 | 1.7 | 0.9 | nt | nt | -1.2 | nt | nt | nt
> CCOC(=O)N/N=C(C)/C=C/c1ccco1
    -0.2 | -7.2 | 2.9 | -19.4% | -9.3% | -0.4 | ? | -1.2 | 0.0%
> CCCCCN(C(=O)CCC(=O)OCC(=O)N1CCC(C)CC1)c1c(N)n(CCCC)c(=O)[nH]c1=O
    -0.6 | 9.7 | 17.3 | -11.2% | 4.5% | -0.6 | 11.7% | 2.3 | 1.0%

Profiles as entered above:
Profile of `Cc1ccc(S(=O)(=O)N2CCN(C(=O)COC(=O)c3ccccc3Cl)CC2)c(C)c1` = TRHR ag = -0.7; D2 antagonist = -1.3; TRHR PAM = 0.5; USP1 inh = -18.9%; TrxR1 substrate = 0.6%; D2 ag = 0.9; TrxR1 inh = 19.5%; PI4K2A inh = 7.5; mIDH1 inhibitor = 0.0%
Profile of `Cc1cc2c(ncn2C)c(NS(=O)(=O)c2ccc(Cl)cc2)c1C` = TRHR ag = 0.0; D2 antagonist = -9.9; TRHR PAM = -3.2; USP1 inh = -17.5%; TrxR1 substrate = 3.5%; D2 ag = -0.1; TrxR1 inh = 27.8%; PI4K2A inh = 4.9; mIDH1 inhibitor = 17.6%

Further entries.
Fields – TRHR ag | D2 antagonist | TRHR PAM | USP1 inh | TrxR1 substrate | D2 ag | TrxR1 inh | PI4K2A inh | mIDH1 inhibitor
> COc1ccc(OC)c(CN2CCC(N3CCC(C(=O)NC4CC4)CC3)CC2)c1
    0.1 | -26.3 | -5.9 | -17.3% | 8.3% | 3.5 | 19.7% | -5.9 | 8.4%
> Cc1ccc(NP(=O)(c2ccc(N(C)C)cc2NC(=O)c2cccs2)N2CCOCC2)cc1 (stereo unspecified)
    -0.4 | -4.8 | 1.4 | -8.9% | 7.9%[57.1 µM] | 0.4 | 18.3% | -5.2 | 3.9%
> COc1cc(/C=C2\CCC(C3CCCC3)C2=O)ccc1OC(C)C (stereo unspecified)
    0.2 | 3.7 | -4.6 | -6.0% | 5.4% | 1.3 | 5.7% | -24.1 | 5.1%
> Cc1cc2c(cc1C)C(c1cccc([N+](=O)[O-])c1)CC(=O)N2 (stereo unspecified)
    0.4 | 2.9 | -4.8 | -13.4% | -2.4% | 4.8 | 5.3% | -0.3 | 0.0%
> O=C1CCCN1CCCNC(=S)Nc1ccc(Br)cc1Cl
    0.4 | -5.8 | -3.4 | -13.2% | 10.3%[0.0914 µM] | 0.5 | 39.8µM* | -0.6 | 1.8%
> Cc1ccc(S(=O)(=O)N(C)C)cc1NC(=O)Nc1ccccc1F
    -1.2 | 64.5* | 0.6 | -5.4% | -1.2% | -0.9 | 3.8% | 14.3 | -8.7%
> CCc1ccc(-c2nc(CN3CCCC(C(=O)O)C3)c(C)o2)cc1 (stereo unspecified)
    0.2 | 13.4 | 4.6 | 7.0% | 1.2% | -0.5 | 7.4% | 5.1 | 7.3%
> Cc1ccc(CNC(=O)c2ccc(N3CCCC3=O)cc2)cc1
    -0.4 | 0.8 | -1.1 | -8.6% | 7.9% | 0.2 | 24.2% | -4.0 | 2.9%
> CC(C)N(CCCNC(=O)C1CCN(C(=O)c2cc3sccc3n2C)CC1)Cc1ccccc1
    0.2 | -0.2 | -4.0 | -0.8% | 1.4%[57.1 µM] | 1.1 | -4.0%[57.1 µM] | 9.3 | -9.8%
> COCCN(C(=O)c1csnn1)C(C(=O)NC1CCCCC1)c1ccccc1 (stereo unspecified)
    1.1 | -7.6 | 4.8 | -10.3% | 2.5% | -0.8 | 11.0% | -2.8 | -15.7%
> COc1cccc(N2CC(C)Cn3c2nc2c3c(=O)n(CCN3CCOCC3)c(=O)n2C)c1 (stereo unspecified)
    -0.8 | nt | 3.5 | 0.9% | -0.5% | nt | 11.6% | -3.0 | 3.8%
> C/C(=N/NC(=O)C1CCCN1C(=O)c1ccc([N+](=O)[O-])cc1)c1ccc(Br)cc1 (stereo unspecified)
    0.8 | -18.5 | 34.7* | -3.7% | -0.5% | -2.2 | -8.2% | 1.6 | 3.2%
> CS/C(Nc1cc(Cl)ccc1Cl)=C(/C#N)C(=O)c1ccco1
    -0.3 | -13.8 | -7.0 | ? | -6.9%[57.1 µM] | -0.3 | ? | -11.4 | 5.2%
> CC(C)OCCCNC(=O)C(NC(=O)c1ccc(Cl)cc1)C(C)C (stereo unspecified)
    -0.9 | nt | 1.7 | -12.1% | 3.5% | nt | 11.0%[57.1 µM] | 1.5 | 0.3%
> CCc1cc(C(=O)OC)c(NC(=O)CC2NCCNC2=O)s1 (stereo unspecified)
    0.0 | -4.8 | -5.7 | -5.0% | -12.9% | 0.1 | ? | -2.2 | 10.3%

(next part)
SMILES	TRHR ag	D2 antagonist	TRHR PAM	USP1 inh	TrxR1 substrate	D2 ag	TrxR1 inh	PI4K2A inh	mIDH1 inhibitor
COc1ccc(-c2ncncc2-c2csc(C)n2)c(O)c1OC	-0.2	nt	4.5	-0.8%	-12.0%	nt	-11.3%	-13.4	13.9%
COc1ccc(C2/C(=C(/O)c3ccc(C)cc3)C(=O)C(=O)N2c2ccccn2)cc1 (stereo unspecified)	-0.4	-16.5	2.7	-1.0%	0.0%[57.1 µM]	0.2	-11.0%[57.1 µM]	0.8	-2.1%
O=C(c1cccc(Br)c1)N1CCN(S(=O)(=O)N2CCCCC2)CC1	0.0	0.1	3.9	-3.5%	10.5%[57.1 µM]	-0.3	22.1%[57.1 µM]	-5.1	4.3%
CCCCn1nc(C(=O)Nc2nc3c(s2)CCCC3)c2ccccc2c1=O	1.0	-2.7	-4.1	-5.3%	-0.6%	1.4	9.4%	1.4	-13.4%
O=C(NCc1ccco1)c1ccc(Oc2ccccc2)cc1	-0.5	-9.0	19.4	-19.8%	-3.0%	0.3	-7.2%	-1.4	2.2%
Cc1ccc(CC(CC(=O)Nc2cccc(C(F)(F)F)c2)C(=O)O)cc1 (stereo unspecified)	0.1	-30.0	-2.6	-19.1%	3.6%	-0.6	18.5%	-1.5	9.8%
COc1ccc(NC(=O)Nc2ccc(F)cc2)c(C)c1	-0.2	-2.3	0.4	-8.9%	10.0%	1.2	50.6%[activator]	1.0	-5.1%
Cc1cc(Nc2ccccc2)nc(N2CCN(C(=O)c3ccc4c(c3)OCO4)CC2)n1	-1.0	19.0	-0.2	3.1%	-7.6%	0.1	-1.9%	0.3	2.6%
CC(C)(C)CNC(=O)c1ccc2c(c1)S(=O)(=O)c1cc(Cl)ccc1C2=O	-0.5	2.4	0.6	-22.4%	-8.5%	-0.5	17.8%[57.1 µM]	4.3	-26.4%
Cc1nc(-c2ccccc2)sc1C(=O)CSc1ccc(Br)cc1	2.3	29.2	1.5	-1.4%	-8.9%	2.8	-10.7%	10.4	5.2%
